From PubChem
TRPV1 ag: agonists of human vanilloid receptor 1 (TRPV1); AID 540275; activation, % at 8.33 µM; Q8NER1; TRPV1-expressing cells, Fluo-8 calcium influx, agonist mode; 0.19% of 320,000 active; in the data active = activation above about 80%; inconclusive = between about 30% and that limit; also: 0% is about no effect
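TRPV1-expressing cells were cultured overnight at 35.5C and loaded with Fluo-8 calcium dye for 40 to 90 min at room temperature. After a 10 s baseline, compound was added and calcium influx was read kinetically for 3 min (ex 480/em 520 nm).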
ELG1 genotox: induces genotoxicity in HEK293T cells with luciferase-tagged ELG1. HEK293T ELG1-luciferase reporter, luminescence, 16 h. Potency, µM (doses to about 46 µM), without a hit: top-dose activity change, positive = activation, usual class: activators. 1.3% of 330,000 active. AID 504466; also: potency is read from the fitted curve at half-maximal effect; % of control where 0% means no effect; nearly all actives have a fitted effect of over 60% in size
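ELG1-luciferase HEK293T cells, 2,000/well; compound pinned in; 16 hr, 37 °C, 5% CO2; ONE-Glo, 30 min RT; luminescence on CCD imager.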
uPA surface inh: cell surface uPA generation inhibition | cell surface uPA generation assay, qHTS | Potency, µM (titrated, usually from 38.3 µM), inactives show at the top dose activity change, negative = inhibition, hits mostly inhibitors | 0.31% of 330,000 active; active = well fitted inhibition curve with a large enough effect; inconclusive = small, poorly fitted or top-dose-only effect; inactive = no such curve, though single readings can be large or run the other way; tested in mouse RAW 264.7 cells; also: potency is read from the fitted curve at half-maximal effect; % is scaled to controls: 0 for no effect and ±100 for the full control effect; nearly all actives have a fitted effect of over 55% in size
S-ASM inh: blocks human secretory acid sphingomyelinase | P17405 | placental ASM, HMU-PC fluorogenic substrate, 60 min | Potency, µM (top dose mostly 57.5 µM), for the others: at the highest dose activity change, negative = inhibition, actives largely listed as inhibitors | 0.006% of 340,000 active; also: potency is read from the fitted curve at half-maximal effect
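HMU-PC0 cleavage (9 uM final) by human placental ASM, 60 min at 37 °C following 10 min compound exposure at RT; stopped at pH 10, fluorescence Ex 386/Em 447 nm.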
Integrin act MD: integrin-mediated muscular dystrophy alleviation activation; alpha7betagal myoblasts, beta-gal FDG fluorescence, 48 h; Potency, µM (doses to about 38.3 µM), without a hit: at the highest dose activation, usual class: activators; 0.064% of 350,000 active; AID 624291;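 also: potency is read from the fitted curve at half-maximal effect; 100% = response of the positive control SU9516; nearly all actives have a fitted effect of over 60% in size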
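Alpha7betagal+/- myoblasts (passage 13) were plated 16-24 hr, then exposed to compounds (1:260 dilution of DMSO stock) for 48 hours at 37C. After MPER lysis, β-galactosidase reporter activity was read as FDG fluorescence (ex 480/em 540) after 30 minutes.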
Eya2 inh: Eya2 (human) phosphatase inhibition. recombinant Eya2, OMFP fluorescence dephosphorylation (OMFP is methylfluorescein phosphate). O00167. AID 488837. 0.006% of 330,000 active. Potency, µM (doses to about 76.9 µM), inactives show at the top dose activity, negative = inhibition, most hits filed as inhibitors; also: potency is read from the fitted curve at half-maximal effect; % is scaled to controls: 0 for no effect and ±100 for the full control effect
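Eya2 (0.2 uM) preincubated 10 min at ambient with compound, then OMFP substrate added at 50 uM; 10 min reaction in 50 mM HEPES pH 7.5, 50 mM NaCl, 5 uM MgCl2, 0.05% BSA, 1 mM DTT. Fluorescence read at Ex 485/Em 525 nm.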
p53 reactivator: re-activators of mutant p53. H1299 p53-A138V BP100-luciferase reporter, luminescence, 24 h. Potency, µM (top dose mostly 92.2 µM), for the others: top-dose activity change, positive = activation, usual class: activators. 0.063% of 320,000 active; also: potency is read from the fitted curve at half-maximal effect; % of control where 0% means no effect; nearly all actives have a fitted effect of over 45% in size
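p53-null H1299 cells stably carrying temperature-sensitive p53-A138V and a BP100-luciferase reporter were pinned with compounds (4-point, 1:5 series) and held 24 hrs at 37 deg C. Luminescence was read 10 min after detection reagent.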
BRCA1 expr act: increases BRCA1 expression; MCF7-BRCA1-FFLuc reporter, luminescence, 48 h; response scale: scaled: vehicle 0%, 10 µM genistein 100%; Potency, µM (top dose mostly 46.1 µM), for inactives: at the highest dose activation, hits mostly activators; 1.1% of 380,000 active; AID 624202; also: potency is read from the fitted curve at half-maximal effect; nearly all actives have a fitted effect of over 80% in size; some results filed as inactive show a strong effect at the top dose
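MCF7-BRCA1-FFLuc, 2000 cells/well; 2 h attach, 37 °C/5% CO2; compound 48 h; luciferase substrate 15 min; luminescence end-point. Norm. to genistein 10 microM max activation and DMSO; concentration-response curves fitted.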
B2AR arrestin: beta2AR (human) beta-arrestin recruitment activity; P07550; beta-arrestin recruitment to beta2AR, cell-based reporter; Potency, µM (titrated, usually from 46.1 µM), for the others: at the top dose activation, hits mostly activators; 0.02% of 330,000 active; AID 492947;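 also: potency is read from the fitted curve at half-maximal effect; 0% = DMSO controls and full agonism = EC100 isoproterenol or metaproterenol; nearly all actives have a fitted effect of over 65% in size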
Target sequence (P07550 whole entry, looked up): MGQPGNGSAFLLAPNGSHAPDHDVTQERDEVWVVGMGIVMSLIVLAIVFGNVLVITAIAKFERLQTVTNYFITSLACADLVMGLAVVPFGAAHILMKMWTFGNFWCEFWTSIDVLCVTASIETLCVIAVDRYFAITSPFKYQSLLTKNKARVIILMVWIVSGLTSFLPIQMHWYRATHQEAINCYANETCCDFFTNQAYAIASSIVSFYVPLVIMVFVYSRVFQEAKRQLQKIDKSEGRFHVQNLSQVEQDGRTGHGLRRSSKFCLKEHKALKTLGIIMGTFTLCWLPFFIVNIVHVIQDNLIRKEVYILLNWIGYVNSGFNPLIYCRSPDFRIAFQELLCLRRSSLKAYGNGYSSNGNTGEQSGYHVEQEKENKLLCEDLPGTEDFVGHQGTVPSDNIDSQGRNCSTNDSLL
USP2a inh: USP2a (human) protease inhibition. USP2 core, Ub-CHOP2 coupled fluorogenic reporter, 485/531. AID 463254. Potency, µM (top dose mostly 38.3 µM), for inactives: at the top dose activity change, negative = inhibition, actives largely listed as inhibitors. 0.01% of 330,000 active;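 also: potency is read from the fitted curve at half-maximal effect; plate controls were DMSO wells for no effect and full inhibition by NEM control for full effect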
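Deubiquitinase activity read as fluorescence (485/531 nm) after Ub-CHOP2 cleavage activates the enterokinase reporter on its substrate; USP2 core 10nM, Ub-CHOP2 and substrate 25nM each, 30min compound preincubation then 60min RT; data normalized to NEM, curves fitted.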
TSG101-PTAP inh: blocks PTAP/TSG101 interaction to inhibit HIV-1 budding. Fluorescence polarization, FITC-PTAP peptide / Tsg101 binding. Potency, µM (series often up to 115 µM), without a hit: top-dose activity change, negative = inhibition, most hits filed as inhibitors. 340,000 tested, under 10 active; active = well fitted inhibition curve with a large enough effect in the main read-out, with a control signal flat, not every such curve was filed as active; inconclusive = small, poorly fitted or top-dose-only effect, or effect the other way, or a change in a side signal; inactive = no such curve, though single readings can be large or run the other way; also: potency is read from the fitted curve at half-maximal effect; % of control where 0% means no effect
Target sequence (Q99816 whole entry, looked up): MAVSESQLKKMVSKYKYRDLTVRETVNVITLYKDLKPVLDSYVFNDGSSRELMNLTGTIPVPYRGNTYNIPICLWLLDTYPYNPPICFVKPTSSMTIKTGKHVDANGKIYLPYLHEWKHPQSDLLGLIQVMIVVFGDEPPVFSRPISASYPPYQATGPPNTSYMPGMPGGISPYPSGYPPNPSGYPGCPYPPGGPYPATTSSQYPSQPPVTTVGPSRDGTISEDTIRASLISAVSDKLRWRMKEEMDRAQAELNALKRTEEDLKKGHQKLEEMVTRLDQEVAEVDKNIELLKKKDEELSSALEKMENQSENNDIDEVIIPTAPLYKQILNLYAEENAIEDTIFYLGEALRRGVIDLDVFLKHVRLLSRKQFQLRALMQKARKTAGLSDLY
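Compounds were pin-transferred onto Tsg101 binding domain (10 uM final) in HEPES pH 7.5 buffer, then FITC-PTAP peptide was added at 50 nM final. After 20 min at RT, polarization reported peptide displacement across a qHTS concentration series.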
An asterisk follows results filed as active; i = inactive; ? = inconclusive; / = no result given; & = joins results of further samples; [ ] = dose if it differs, or a comment. Unless noted, calls follow the shape of the dose curve; as a rule, active = well fitted curve in the direction sought with a large enough effect; inconclusive = small, poorly fitted or top-dose-only effect, or another doubt; inactive = no such curve, though single readings can be large; an effect the other way counts as inactive or inconclusive.

SMILES,TRPV1 ag,ELG1 genotox,uPA surface inh,S-ASM inh,Integrin act MD,Eya2 inh,p53 reactivator,BRCA1 expr act,B2AR arrestin,USP2a inh,TSG101-PTAP inh
Cc1ccc(S(=O)(=O)N2CCOCC2)cc1NC(=O)CN1C(=O)CN(C)C1=O,-2,-2%,2%,1%,-1%,6%,0%,-1%,-0.1%,3%,-2%
Nn1c(SCC(=O)Nc2ccc(OC(F)F)cc2)nnc(Cc2ccccc2)c1=O,1,0%,-4%,-3%,11%,3%,-9%,-17%,-0.4%,-1%,-6%
CC(C)c1ccc(S(=O)(=O)Nc2ccc3c(c2)OCO3)cc1,/,0%,8%,-7%,1%,-2%,3%,1%,0.0%,0%,0%
COC(=O)N[C@@H]1C[C@H]2[C@@H]3CC[C@H]4C[C@@H](OC)CC[C@]4(C)[C@H]3CC[C@]12C,0,-1%,6%,-2%,15%,6%,11%,31%,0.1%,-5%,/
COc1ccccc1C(=O)NC1CCSc2ccccc21 (stereo unspecified),4,-4%,0%,1%,3%,-19%,-11%,1%,-0.3%,-4%,-3%
CN1CCN(c2ccc(C(CC(N)=O)NC(=O)Cc3ccc(Br)cc3)cc2[N+](=O)[O-])CC1 (stereo unspecified),-3,4%,8%,-4%,0%,-1%,-4%,1%,-0.7%,2%,1%
CCOC(=O)C1(CCOc2ccccc2)CCN(Cc2cccc(OC)c2)CC1,/,/,-25%,-4%,18%,/,/,0%,/,/,0%
O=C(CSc1nnc(CNC(=O)c2ccc(F)cc2)o1)c1ccccc1,3,-7%,-3%,1%,-29%,7%,-10%,-4%,0.3%,-1%,1%
NS(=O)(=O)c1ccc(NC(=O)CSc2nnc(-c3ccc(O)cc3)o2)cc1,1,5%,3%,-2%,-41%,-14%,7%,?,0.0%,0%,-2%
CC(=O)Nc1cccc(-c2cn3ccc(C)cc3n2)c1,-2,?,?,1%,28%,0%,2%,?,-0.2%,-6%,-2%
C/C=C(/C)C(=O)Nc1cccc(C2=NOC3(C2)C[C@H](C(N)=O)N(C(=O)Cc2ccc([N+](=O)[O-])cc2)C3)c1 (stereo partly specified),0,5%,13%,2%,-3%,-6%,0%,-11%,-0.4%,-3%,-4%
CCCCCCSc1cccc(-c2nc3cc(C)ccn3c2NCc2ccccc2)c1,?,-1%,-12%,139%,-29%,-3%,22%,0%&11%,5.0%,0%,-1%

Reprinted from the part before: four entries; new compounds follow.
SMILES,TRPV1 ag,ELG1 genotox,uPA surface inh,S-ASM inh,Integrin act MD,Eya2 inh,p53 reactivator,BRCA1 expr act,B2AR arrestin,USP2a inh,TSG101-PTAP inh
NS(=O)(=O)c1ccc(NC(=O)CSc2nnc(-c3ccc(O)cc3)o2)cc1,1,5%,3%,-2%,-41%,-14%,7%,?,0.0%,0%,-2%
CC(=O)Nc1cccc(-c2cn3ccc(C)cc3n2)c1,-2,?,?,1%,28%,0%,2%,?,-0.2%,-6%,-2%
C/C=C(/C)C(=O)Nc1cccc(C2=NOC3(C2)C[C@H](C(N)=O)N(C(=O)Cc2ccc([N+](=O)[O-])cc2)C3)c1 (stereo partly specified),0,5%,13%,2%,-3%,-6%,0%,-11%,-0.4%,-3%,-4%
CCCCCCSc1cccc(-c2nc3cc(C)ccn3c2NCc2ccccc2)c1,?,-1%,-12%,139%,-29%,-3%,22%,0%&11%,5.0%,0%,-1%
Cc1cc(C)c(C)c(S(=O)(=O)N2CCN(C(=O)C3CSC4(C)CCC(=O)N34)CC2)c1C (stereo unspecified),-2,-1%,5%,-2%,-15%,8%,-7%,-18%,0.1%,0%,-4%
Cc1ccc(N(C)/N=C/c2ccc(Cl)cc2Cl)nn1,-1,11%,-30%,-1%,-34%[inhibitor],2%,8%,21%,-0.2%,-4%,-9%
O=C(/C=C/c1c(F)cccc1Cl)Nc1ccc(S(=O)(=O)Nc2ncccn2)cc1,-3,11%,1%,5%,-12%,13%,-9%,-17%,-0.7%,-1%,-2%
CC(=O)C1=C(O)C(=O)N(c2ccc(S(N)(=O)=O)cc2)C1c1ccc([N+](=O)[O-])cc1 (stereo unspecified),-2,1%,2%,1%,0%,-15%,-4%,12%,0.3%,1%,4%
Cc1cccc2cc(CN(CCN(C)C)C(=S)NCc3ccco3)c(=O)[nH]c12,2,-4%,-3%,2%,-24%,-14%,-3%,-33%,-0.3%,3%,-4%
O=S(=O)(NCc1cccnc1)c1cccc2cccnc12,-3,0%,/,2%,-21%,2%,-1%,4%,-0.1%,2%,-18%
Cc1ccc(F)cc1NCC(=O)Nc1ccc(Br)cc1,4,10%,2%,-1%,22%,-9%,?,-43%,-0.8%,3%,-2%
CCOc1ccc(C(C)=O)cc1COc1ccc(-c2nnco2)cc1,0,-15%,-6%,-3%,?,-2%,-3%,-14%,-0.9%,0%,-3%
Cc1ccc(-c2ccccc2)n1-c1cccc(C(=O)O)c1,/,10%,-18%,12%,-22%,8%,?,69%,-0.7%,2%,-1%
O=C(Cc1ncc(C(F)(F)F)cc1Cl)N1CCN(c2cccc(Cl)c2)CC1,/,-4%,7%,0%,-15%,-24%,-1%,0%[1.84 µM],-0.1%,-10%,-2%
N#Cc1ccc(Oc2ccc(S(=O)(=O)N3CCOCC3)cn2)cc1,0,2%,3%,1%,4%,5%,-5%,-5%,0.3%,1%,-1%
O=C(CNC(=O)c1ccco1)OCc1ccccc1Cl,/,0%,1%,5%,-6%,-21%,0%,-2%,0.1%,0%,-1%
CCOC(=O)CCN(c1ccccc1)S(=O)(=O)c1ccc(-c2ccc(=O)[nH]n2)s1,7,4%,0%,-4%,?,0%,5%,5%,0.5%,3%,-2%
Cc1cc(C)n(-c2n[nH]c(=O)c3ccccc23)n1,1,0%,-1%,0%,-48%[inhibitor],4%,-1%,-9%,-0.9%,-2%,-4%
COc1ccc(OCCCC(=O)Nc2cc(S(=O)(=O)N3CCCCC3)ccc2C)cc1,5,-3%,-14%,-16%,7%,1%,-5%,-1%,-0.3%,1%,-11%
Cc1ccc(CCNC(=O)CN(C)S(=O)(=O)c2ccc3c(c2)c(=O)n(C)c(=O)n3C)cc1,4,1%,1%,3%,13%,9%,1%,-21%,0.3%,3%,3%
O=C(N/N=C/c1coc2ccccc2c1=O)c1cc(O)cc(O)c1,0,-3%,5%,-5%,16%,-9%,3%,4%,0.3%,5%,-3%
C=CCc1cccc(/C=N/NC(=O)C(=O)Nc2ccc(C)cc2)c1O,1,-1%,5%,3%,0%,6%,2%,22%,-0.2%,4%,-4%
CN(Cc1nccn1C)C(=O)CCc1nnc(CCC2CCCCC2)o1,1,4%,0%,4%,10%,6%,5%,8%,0.0%,4%,-1%
COc1ccc(CCNCC(O)Cn2ccc3ccccc32)cc1OC (stereo unspecified),5,-4%,-18%,1%,-42%,-5%,-3%,-14%,-0.2%,0%,-2%
S=c1nc2ccccc2c2nc(-c3ccccc3Cl)[nH]n12,-3,-4%,-13%,-1%,6%,12%,18%,-17%,-0.1%,1%,-10%
Cc1c(O)ccc2c(CN3CCN(Cc4ccccc4)CC3)cc(=O)oc12,1,-5%,-7%,i,-19%,4%,-4%,-14%,-0.6%,0%,-3%
O=C(OCC(=O)N1CCc2ccccc21)c1n[nH]c(=O)c2ccccc12,1,1%,16%,0%,3%,5%,4%,-4%,2.8%,3%,-7%

Individual results from the results shown.
O=C(OCC(=O)N1CCc2ccccc21)c1n[nH]c(=O)c2ccccc12 – Eya2 inh: 5%
CCOC(=O)CCN(c1ccccc1)S(=O)(=O)c1ccc(-c2ccc(=O)[nH]n2)s1 – S-ASM inh: -4%
